CHX counter – counter-screen hit for Shiga toxin inhibitors, cycloheximide; cell reporter, cycloheximide protein synthesis inhibition counterscreen; max response, %; 12% of 300,000 active; in the data active means max response mostly above about 13%, no sharp cut-off; inactive means mostly below about 14%; further: read at 38.3 µM for the half of the compounds with a filed dose; 0% is about no effect
AmpC detergent – inhibitors of E. coli AmpC beta-lactamase with detergent | P00811 | AmpC hydrolysis of nitrocefin, absorbance 480 nm, 0.01% Triton | Potency, µM (highest dose often 114 µM), without a hit: at the highest dose activity change, negative = inhibition, hits mostly inhibitors | 0.041% of 370,000 active;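 further: potency means the concentration at half of the fitted maximal effect; 0% = no-compound wells and -100% = no-enzyme wells; nearly all actives have a fitted effect of over 25% in size; some results filed as inactive show a strong effect at the top dose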
Target sequence (P00811 whole entry, looked up): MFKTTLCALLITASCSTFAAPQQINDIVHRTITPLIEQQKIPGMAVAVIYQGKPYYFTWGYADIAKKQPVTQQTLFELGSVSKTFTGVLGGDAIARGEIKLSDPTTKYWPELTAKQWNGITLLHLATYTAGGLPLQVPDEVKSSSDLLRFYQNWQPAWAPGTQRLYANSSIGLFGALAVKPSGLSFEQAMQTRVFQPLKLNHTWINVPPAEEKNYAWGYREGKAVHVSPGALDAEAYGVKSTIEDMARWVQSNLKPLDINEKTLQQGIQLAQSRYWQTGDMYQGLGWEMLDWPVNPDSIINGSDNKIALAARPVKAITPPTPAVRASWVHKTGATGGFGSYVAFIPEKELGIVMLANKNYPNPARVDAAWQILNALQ
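AmpC (5.3 nM in the dispensed reagent) in 20 mM phosphate pH 7.0 with 0.01% (detergent screen) or 0.0001% Triton X-100 was preincubated with compounds for 15 min at room temperature. Nitrocefin was then added from an 800 uM solution, and hydrolysis was followed at 480 nm.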
AMA1-RON2 inh – AMA1-RON2 (P. falciparum) interaction inhibition; AlphaScreen AMA1-biotinylated RON2 peptide binding; Potency, µM (series often up to 58.2 µM), inactives show top-dose activity change, negative = inhibition, usual class: inhibitors; 0.2% of 360,000 active; AID 720542;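 further: potency means the concentration at half of the fitted maximal effect; 0% = vehicle wells and -100% = peptide control; nearly all actives have a fitted effect of over 45% in size; some results filed as inactive show a strong effect at the top dose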
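AMA1 (3D7) with his tag at 25 nM final met compounds first, then biotinylated RON2 peptide at 25 nM; detection used donor plus acceptor beads, 10 µg/mL apiece, read by AlphaScreen after 30 min at room temperature.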
HCMV antiviral – human cytomegalovirus inhibition; HFF cells, HCMV-luciferase reporter, 72 h; hits give low values; activity change, negative = inhibition, % at 57.5 µM; 4.5% of 410,000 active; in the data active means activity change below about -60%; inconclusive means no clear call, values can overlap the other calls; inactive means above about -39%; further: on the % scale 0 is the no-effect control and ±100 the full control effect
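Two-dose cell screen: HFF monolayers treated with compounds and infected with luciferase-expressing HCMV at 1 PFU/cell, 72 h at 37C, then lysed for luciferase measurement.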
AmpC inh no detg – inhibitors of E. coli AmpC beta-lactamase without detergent. P00811. AmpC nitrocefin hydrolysis, absorbance 480 nm, 0.0001% Triton. Potency, µM (doses to about 57.1 µM), inactives show at the top dose activity change, negative = inhibition, usual class: inhibitors. 0.52% of 330,000 active;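 further: potency means the concentration at half of the fitted maximal effect; plate controls were no compound for no effect and no enzyme for full effect; nearly all actives have a fitted effect of over 20% in size; some results filed as inactive show a strong effect at the top dose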
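AmpC (5.3 nM in the dispensed reagent) in 20 mM phosphate pH 7.0 with 0.01% (detergent screen) or 0.0001% Triton X-100 was preincubated with compounds for 15 min at room temperature. Nitrocefin was then added from an 800 uM solution, and hydrolysis was followed at 480 nm.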
FBPA Giardia inh – inhibitors of Giardia lamblia fructose-1,6-bisphosphate aldolase; purified Giardia FBPA; A8B2U2; AID 2451; 0.71% of 290,000 active; Potency, µM (highest dose often 59.6 µM), without a hit: top-dose activity, negative = inhibition, usual class: inhibitors; further: potency means the concentration at half of the fitted maximal effect; on the % scale 0 is the no-effect control and ±100 the full control effect; nearly all actives have a fitted effect of over 55% in size
Target sequence (A8B2U2 whole entry, looked up): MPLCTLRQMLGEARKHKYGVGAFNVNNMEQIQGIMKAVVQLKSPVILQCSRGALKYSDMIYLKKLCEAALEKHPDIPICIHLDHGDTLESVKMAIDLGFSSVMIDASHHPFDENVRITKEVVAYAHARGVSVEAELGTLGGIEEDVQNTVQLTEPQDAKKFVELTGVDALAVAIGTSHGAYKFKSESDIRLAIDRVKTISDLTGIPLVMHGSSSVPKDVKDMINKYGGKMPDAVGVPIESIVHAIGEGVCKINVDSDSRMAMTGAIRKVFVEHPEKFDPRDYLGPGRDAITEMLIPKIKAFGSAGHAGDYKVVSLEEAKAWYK
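Giardia FBPA (40 nM reagent) was preincubated 10 min at RT with compound (up to 57.5 uM final), then substrate plus GAPDH/TPI/NAD/arsenate coupling system with diaphorase/resazurin was added; resorufin fluorescence (525/598 nm) was read after 20 min.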
Shiga toxin inh – blocks Shiga toxin action in Vero cells. inhibition, % at 38.7 µM. 9.2% of 290,000 active. Vero cells, Shiga toxin protein synthesis inhibition reporter; in the data active means inhibition mostly above about 28%, no sharp cut-off; inactive means mostly below about 43%; further: 0% is about no effect
Starred values were filed as active, the others as inactive; ? = inconclusive; · = not tested or not shown; & = joins results of further samples; [ ] = another dose, or the depositor's remark. Unless noted, the call rests on the fitted dose curve; in most records, active means well fitted curve in the direction sought with a large enough effect; inconclusive means small, poorly fitted or top-dose-only effect, or another doubt; inactive means no such curve, though single readings can be large; an effect the other way counts as inactive or inconclusive.

SMILES | CHX counter | AmpC detergent | AMA1-RON2 inh | HCMV antiviral | AmpC inh no detg | FBPA Giardia inh | Shiga toxin inh
O=S(=O)(Cc1ncc(C(F)(F)F)cc1Cl)c1ccccc1 | 44.5* | -3.2% | -8.9% | 23.0 | 4.2% | 8.4% | 51.0*
CSc1ncccc1C(=O)Nc1ccc(C)cn1 | 9.7* | -8.9% | -0.7% | 14.0 | -8.7% | · | 34.0
COc1ccc(/C=C\C(=O)NCc2ccc3[nH]c(C)cc3c2)cc1OC | -1.9 | -8.8% | -16.5% | 71.6 | -15.0% | -2.9% | -9.4
CCOCCCNC(=O)c1ccc(CS(=O)(=O)Cc2cccc(C)c2)o1 | -2.1 | -1.4% | 2.5% | -13.5 | -9.8% | 0.2% | -9.7
CC(=O)Nc1ccc(SCC(=O)OCC(=O)NC(=O)NC2CCCC2)cc1 | 1.2 | -4.8% | 2.9% | 14.2 | -31.8% | 4.1% | -11.6
O=S(=O)(CCSc1nc2ccccc2o1)Cc1ccccc1 | 10.2 | 1.0% | 16.8% | -38.6 | -24.3% | -3.7% | 1.9
Cc1onc(-c2ccccc2Cl)c1C(=O)N(Cc1ccccc1)C(C)C | -1.7 | -1.4% | 4.3% | 24.6 | 30.8% | -2.4% | -9.4
COc1ccc(CNC(=O)CN(C)S(=O)(=O)c2ccc(Cl)cc2)cc1 | 7.1 | 12.4% | -9.7% | 31.0 | 6.7% | 7.0% | 1.9
Cc1cccc(Nc2nnc(SCC(=O)Nc3cccnc3Cl)s2)c1 | 27.0* | -2.1% | 9.1% | -7.8 | -22.4% | -0.2% | 25.0
COc1cccc(/C=C2\SC(=S)N(NS(=O)(=O)c3ccccc3)C2=O)c1OC | 6.8 | 1.0% | 11.4% | 16.9 | -29.1% | ? | 42.0
Cc1cc(=O)oc2cc(OC(C)C(=O)NCC3CCC(C(=O)O)CC3)ccc12 (stereo not given) | -0.8 | 3.6% | 0.4% | 25.3 | -19.1% | 2.6% | -5.3
CCC(C)[C@H](N)c1cn([C@@H](CCCCN)C(=O)N2CCNCC2)nn1 (stereo not given in full) | 0.7 | -1.4% | 19.2% | -13.8 | -0.5% | -4.5% | 20.8
Cc1nc2c(-c3ccccc3)cnn2c(N)c1-c1ccccc1 | 35.8 | -2.7% | 165.6%[activator] | -91.2* | -15.8% | 4.8% | 23.6
O=C1NC2(CCc3ccccc32)C(=O)N1CCOc1ccc(Cl)cc1 (stereo not given) | -0.5 | 0.6% | -1.4% | 2.5 | -2.2% | 0.9% | -14.8
CCCCc1cc(=O)oc2cc(C)cc(OC(C)C(=O)O)c12 (stereo not given) | -5.7 | ? | -11.3% | -16.4 | -6.9% | 24.5% | -2.2
O=C1c2ccccc2[C@@H]2C[C@@H](O)[C@H](Nc3cccc(C(F)(F)F)c3)CCN12 | · | · | -17.7% | -5.4 | -15.3% | · | ·
Cc1ccccc1C(=O)N1CCC(C(=O)Nc2cccc(F)c2)CC1 | 25.4 | ? | 6.7% | -12.8 | 33.3% | 1.7% | 8.4
CCOC(=O)c1cnc(SC2CC(=O)N(c3ccc(C)cc3)C2=O)nc1N (stereo not given) | -2.4 | -1.9% | 32.3%[activator] | -4.8 | · | 9.9% | -3.7
COc1cc(C#N)ccc1OCC(=O)Nc1cccc(S(=O)(=O)N2CCCC2)c1 | 2.9 | -4.3% | 14.2% | -9.6 | -9.2% | 3.2% | -4.7
CCOC(=O)c1cc2cc(F)ccc2nc1C | 11.4 | -8.2% | -1.6% | -7.5 | -18.7% | 8.1% | -2.4
COc1ccccc1N1CCN(CC(=O)Nc2ccc3c(c2)OCCO3)CC1 | 16.4 | -8.1% | ? | -15.3 | 85.9%[activator] | 17.7µM* | 18.3
COc1ccc(-c2c3c(=O)n(C)c(=O)n(C)c3cn2-c2ccccc2)cc1 | -1.8 | ? | 2.5% | -28.1 | 21.1% | -13.2% | -0.7
O=C(CSc1nncs1)Nc1ccc2[nH]c(=O)[nH]c2c1 | · | -4.3% | 2.0% | -10.5 | -4.1% | · | ·
CCOC(=O)C1=C(CC)Nc2ccccc2N=C1NC(=O)c1oc2ccccc2c1C | 10.6 | 14.7% | -12.9% | 68.8 | -3.9% | -13.1% | 2.2
C(#Cc1ccccc1)CN1CCOCC1 | 31.0* | ? | 21.1% | ? | -9.7% | -11.3% | 96.2*
(more compounds)
SMILES | CHX counter | AmpC detergent | AMA1-RON2 inh | HCMV antiviral | AmpC inh no detg | FBPA Giardia inh | Shiga toxin inh
CCN(CC(=O)Nc1ccccc1C(=O)Nc1ccccc1)Cc1nc2ccccc2c(=O)[nH]1 | -2.3 | -15.6% | 92.9%[activator] | 18.2 | -17.3% | ? | -9.5
COc1ccc(CN(C(=O)c2snc(C(N)=O)c2N)C(C(=O)NC2CCCC2)c2ccc(OC)cc2)cc1 (stereo not given) | -5.6 | -2.4% | -0.4% | -5.7 | 82.3%[activator] | 5.7% | -5.3
O=C(N/N=C/c1ccc(OC(=O)c2ccccc2Cl)cc1)c1ccccn1 | 48.9* | ? | 39.9%[activator] | · | -26.0% | 7.9% | 50.6*
CC1(c2ccc(OC(F)F)cc2)NC(=O)N(CC(=O)N2c3ccccc3NC(=O)C2(C)C)C1=O (stereo not given) | · | 1.1% | 10.2% | -10.5 | 2.2% | · | ·
Cc1ccc(S(=O)(=O)Nc2cc(C)c(O)cc2C)cc1 | -0.4 | 3.4% | 22.8% | -75.6* | -40.5% | 14.7% | -1.8
Cn1c(=O)oc2cc(S(=O)(=O)NC(Cc3ccccc3)C(=O)N3CCCCC3)ccc21 (stereo not given) | -1.5 | -10.2% | 3.9% | 41.9 | 24.7% | 3.2% | -9.6
COc1cc2[nH]c(C(=O)N3CCN(c4ccccc4F)CC3)cc2c(OC)c1OC | -1.7 | -4.3% | -15.1% | 14.6 | 72.6%[activator] | 22.7% | -2.1
N=c1n(CCN2CCCCC2)c2ccccc2n1CC(=O)c1cccc([N+](=O)[O-])c1 | 1.2 | -2.1% | -3.1% | -22.3 | 113.7%[activator] | -4.0% | -17.3
Cc1ccc(C2=NN(C(=O)CCl)C(c3cccs3)C2)o1 (stereo not given) | 23.3* | -7.0% | 0.0% | -100.1* | -10.5% | -0.8% | 5.6
COc1ccccc1N(C)S(=O)(=O)c1ccc(C(=O)N2CCCc3ccccc32)cc1 | 5.6 | -5.1% | -25.5% | -35.4 | 1.4% | 7.6% | -1.0
Cc1cccc(C(=O)Oc2ccccc2C2C[C@]3(C)CC(=O)NC3N2C(=O)c2cccc(C)c2)c1 (stereo not given in full) | -4.6 | -4.4% | 12.6% | 40.8 | 131.0%[activator] | -3.2% | -7.1
CCN(CC)c1cc(C)c2cc(NC(=O)c3ccccc3F)ccc2n1 | 16.3* | 1.2% | 0.5% | -79.6* | 4.8% | 6.4% | 22.0
COc1cccc(CC(NC(C)=O)C(=O)NC2CCN(S(=O)(=O)c3ccc4ccccc4c3)CC2)c1 (stereo not given) | -1.1 | 3.0% | 4.2% | 12.4 | 170.3%[activator] | 2.0% | -2.5
CCCC(=O)n1nc(-c2ccccc2)nc1SC | 0.5 | -10.8% | 17.6% | -19.0 | -20.8% | -1.6% | 11.0
O=C1c2ccccc2NC(c2cccs2)N1NS(=O)(=O)c1ccccc1 (stereo not given) | 0.1 | -0.5% | 4.9% | 20.2 | -23.5% | -1.2% | 19.1
COCC(=O)N1CCCC(C(=O)c2ccc(Oc3ccccc3)cc2)C1 (stereo not given) | 5.1 | 0.5% | 1.7% | 19.7 | 136.6%[activator] | -1.4% | 27.0
CCn1c(SCC(=O)Nc2cc(C)on2)nnc1-c1ccccc1 | 3.8 | 0.6% | -7.3% | -31.8 | -14.6% | -4.1% | -5.7
Cc1ccc(S(=O)(=O)NCCC(=O)OCC(=O)Nc2ccccc2Cl)cc1 | -5.9 | -3.9% | -2.6% | -25.4 | -36.2% | -2.4% | 9.4
COc1cccc(Cn2c(C3CC3)nc3ccc(NC(=O)c4ccco4)cc3c2=O)c1 | 11.8 | 0.5% | · | ? | -18.8% | -10.7% | 30.0
CN(C)S(=O)(=O)c1cccc(NC(=O)c2cnccn2)c1 | 1.0 | 2.7% | · | · | -4.5% | -2.2% | 8.9
O=C(Nc1nccs1)c1c(O)c2cccc3c2n(c1=O)CCC3 | -8.8 | ? | · | -95.3* | -12.4% | -1.0% | -27.9
Cc1cccc(NC(=O)CCn2cnnn2)c1 | 19.4 | -7.3%&-2.8% | 10.7% | 22.8&7.7 | -11.8% | 1.1% | 12.7
Cc1nnc(SCc2nnc(-c3cccs3)o2)n1C | 11.5 | 3.6% | -3.7% | 10.0 | -19.1% | -0.6% | 24.0
COc1ccc(CCNC(=O)c2cc(-c3ccccn3)nc3ccccc23)cc1 | · | -1.9% | -5.7% | -1.4 | 190.9%[activator] | · | ·
Cc1ccc2[nH]c(-c3ccccc3)c(CN(C)C)c(=O)c2c1 | 40.7* | 6.7% | 5.8% | 22.7 | -6.3% | 10.4% | 45.9
Next part.
SMILES | CHX counter | AmpC detergent | AMA1-RON2 inh | HCMV antiviral | AmpC inh no detg | FBPA Giardia inh | Shiga toxin inh
O=C(CSc1nnc(NC(=O)c2ccccc2F)s1)NC1CC1 | 9.7 | -10.4% | 21.9% | 48.2 | -2.7% | 2.5% | 41.4
Cn1c(C(O)c2ccc(Br)cc2)nc(Cl)c1Cl (stereo not given) | -1.8 | 0.9% | -8.1% | -10.5 | -33.3% | 3.9% | -12.4
CCOc1ccc(CN2CCN(CCCn3cccn3)CC2CCO)cc1 (stereo not given) | -1.9 | -6.3% | 7.8% | 12.3 | 27.1% | 26.3% | 5.3
CN(C)CCNc1oc(COc2ccc(Cl)cc2)nc1C#N | 6.4 | 4.5% | 86.3%[activator] | -21.5 | -4.9% | 2.1% | -26.7
COc1ccc(CNC(=O)C2CCN(S(=O)(=O)c3cccc4nonc34)CC2)cc1 | -1.3 | -1.6% | -1.9% | 13.8 | -29.9% | 1.7% | -6.0
CCOc1ccc(N=Cc2c(O)n(-c3ccc(C)c(C)c3)c(=O)[nH]c2=O)cc1 | 1.1 | -6.6% | 3.5% | -8.1 | -2.5% | -4.0% | -11.9

Single records, from the list above:
O=C(CSc1nnc(NC(=O)c2ccccc2F)s1)NC1CC1 reads CHX counter: 9.7; AmpC detergent: -10.4%; AMA1-RON2 inh: 21.9%; HCMV antiviral: 48.2; AmpC inh no detg: -2.7%; FBPA Giardia inh: 2.5%; Shiga toxin inh: 41.4
CCOc1ccc(N=Cc2c(O)n(-c3ccc(C)c(C)c3)c(=O)[nH]c2=O)cc1 reads CHX counter: 1.1; AmpC detergent: -6.6%; AMA1-RON2 inh: 3.5%; HCMV antiviral: -8.1; AmpC inh no detg: -2.5%; FBPA Giardia inh: -4.0%; Shiga toxin inh: -11.9

Screens deposited in PubChem BioAssay by National Center for Advancing Translational Sciences (NCATS).
